Sm TGR block: S. mansoni TGR enzyme inhibition; Q962Y6; purified TGR, DTNB reduction, TNB absorbance 405 nm; Potency, µM (doses to about 114 µM), for the others: at the highest dose activity change, negative = inhibition, most hits filed as inhibitors; 3% of 360,000 active; further: potency means the concentration at half of the fitted maximal effect; nearly all actives have a fitted effect of over 60% in size
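TGR 20 nM + NADPH 100 uM (dispensed conc.), cpd preinc 15 min RT; start with NADPH (500 uM addition) then DTNB (15 mM addition). Kinetic TNB absorbance, 405 nm filter. Four-parameter Hill fit across titration.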
HCMV inh: blocks human cytomegalovirus replication | AID 1259415 | activity change, negative = inhibition, % at 57.5 µM | HFF cells, HCMV-luciferase reporter, 72 h; hits give low values | 4.5% of 410,000 active; in the data active means activity change below about -60%; inconclusive means no clear call, values can overlap the other calls; inactive means above about -39%
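Human foreskin fibroblasts infected with luciferase-reporter HCMV at MOI 1 PFU/cell, compounds at two doses. Luciferase measured 72 h post infection; normalized to buffer-only basal and Salinomycin (10uM) controls.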
Giardia FBPA inh: inhibitors of Giardia lamblia fructose-1,6-bisphosphate aldolase; purified Giardia FBPA; A8B2U2; 0.71% of 290,000 active; Potency, µM (titrated, usually from 59.6 µM), for the others: at the top dose activity, negative = inhibition, usual class: inhibitors; further: potency means the concentration at half of the fitted maximal effect; nearly all actives have a fitted effect of over 55% in size
Target sequence (A8B2U2 whole entry, looked up): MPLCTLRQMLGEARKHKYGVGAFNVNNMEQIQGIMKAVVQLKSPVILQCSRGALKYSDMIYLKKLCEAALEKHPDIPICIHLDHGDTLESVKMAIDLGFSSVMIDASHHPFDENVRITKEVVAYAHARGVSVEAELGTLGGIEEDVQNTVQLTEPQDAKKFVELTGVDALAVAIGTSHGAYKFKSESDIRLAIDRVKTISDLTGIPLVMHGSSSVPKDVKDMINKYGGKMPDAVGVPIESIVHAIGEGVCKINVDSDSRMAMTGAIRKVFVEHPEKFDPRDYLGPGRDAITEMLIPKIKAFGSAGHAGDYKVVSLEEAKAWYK
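Giardia FBPA (40 nM reagent) was preincubated 10 min at RT with compound (up to 57.5 uM final), then substrate plus GAPDH/TPI/NAD/arsenate coupling system with diaphorase/resazurin was added; resorufin fluorescence (525/598 nm) was read after 20 min.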
AmpC no deterg: inhibitors of E. coli AmpC beta-lactamase without detergent; Potency, µM (highest dose often 57.1 µM), inactives show at the top dose activity change, negative = inhibition, most hits filed as inhibitors; 0.52% of 330,000 active; AmpC nitrocefin hydrolysis, absorbance 480 nm, 0.0001% Triton; AID 485341; P00811;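 further: potency means the concentration at half of the fitted maximal effect; plate controls were no compound for no effect and no enzyme for full effect; nearly all actives have a fitted effect of over 20% in size; some results filed as inactive show a strong effect at the top dose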
Target sequence (P00811 whole entry, looked up): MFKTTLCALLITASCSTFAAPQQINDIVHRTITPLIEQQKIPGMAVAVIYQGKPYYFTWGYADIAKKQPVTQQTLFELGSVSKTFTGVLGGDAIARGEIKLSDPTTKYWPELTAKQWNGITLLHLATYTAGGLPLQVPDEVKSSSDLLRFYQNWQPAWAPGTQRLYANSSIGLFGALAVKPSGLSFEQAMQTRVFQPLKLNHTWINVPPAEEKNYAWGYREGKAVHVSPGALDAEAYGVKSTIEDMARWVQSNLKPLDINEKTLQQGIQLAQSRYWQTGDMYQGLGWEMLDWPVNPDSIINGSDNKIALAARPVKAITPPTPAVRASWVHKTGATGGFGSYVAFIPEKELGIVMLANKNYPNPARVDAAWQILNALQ
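20 mM phosphate pH 7.0 + 0.01% (detergent screen) or 0.0001% Triton X-100; 5.3 nM AmpC reagent; cpd preinc 15 min RT; nitrocefin (800 uM stock) to start; A480 q20 s × 4 min; Activity was normalised to no-enzyme and no-compound control wells.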
AMA1 RON2 block: inhibitors of Plasmodium falciparum AMA1-RON2 interaction | 0.2% of 360,000 active | AID 720542 | AlphaScreen AMA1-biotinylated RON2 peptide binding | Potency, µM (top dose mostly 58.2 µM), for the others: at the top dose activity change, negative = inhibition, actives largely listed as inhibitors;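 further: potency means the concentration at half of the fitted maximal effect; 0% = vehicle wells and -100% = peptide control; nearly all actives have a fitted effect of over 45% in size; some results filed as inactive show a strong effect at the top dose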
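AMA1 (3D7) with his tag at 25 nM final met compounds first, then biotinylated RON2 peptide at 25 nM; detection used donor plus acceptor beads, 10 µg/mL apiece, read by AlphaScreen after 30 min at room temperature.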
AmpC inh detg: inhibitors of E. coli AmpC beta-lactamase with detergent. AmpC hydrolysis of nitrocefin, absorbance 480 nm, 0.01% Triton. P00811. Potency, µM (doses to about 114 µM), without a hit: top-dose activity change, negative = inhibition, most hits filed as inhibitors. 0.041% of 370,000 active;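 further: potency means the concentration at half of the fitted maximal effect; 0% = no-compound wells and -100% = no-enzyme wells; nearly all actives have a fitted effect of over 25% in size; some results filed as inactive show a strong effect at the top dose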
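20 mM phosphate pH 7.0 + 0.01% (detergent screen) or 0.0001% Triton X-100; 5.3 nM AmpC reagent; cpd preinc 15 min RT; nitrocefin (800 uM stock) to start; A480 q20 s × 4 min; Activity was normalised to no-enzyme and no-compound control wells.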
* hit, by the source's call; ? = inconclusive; · = no result given; & = joins results of further samples; [ ] = dose if it differs, or a comment. Unless noted, the call rests on the fitted dose curve; in most records, active means well fitted curve in the direction sought with a large enough effect; inconclusive means small, poorly fitted or top-dose-only effect, or another doubt; inactive means no such curve, though single readings can be large; an effect the other way counts as inactive or inconclusive. Unless noted, on the % scale 0 is the no-effect control and ±100 the full control effect.

SMILES | Sm TGR block | HCMV inh | Giardia FBPA inh | AmpC no deterg | AMA1 RON2 block | AmpC inh detg
Fc1cccc(-c2cc3nc4c(c(NCc5ccco5)n3n2)CCCC4)c1 | 14.2% | 61.5 | -10.4% | 29.1% | -2.4% | -11.3%
CCOC(=O)C1=C(c2ccccc2)NC(=S)NC1c1ccc(Cl)cc1 (stereo unspecified) | 0.6% | -14.8 | -13.9% | ? | 5.6% | -5.8%
O=c1cc(CSc2nc3cc(Cl)ccc3o2)nc2sccn12 | 2.0% | -25.5 | ? | -12.3% | -2.1% | 0.7%
CSCC[C@H](NC(=O)c1ccc2ccccc2c1)C(=O)N1CCC2(CC1)NCCc1[nH]cnc12 | ? | 8.7 | · | 89.0%[activator] | 19.9% | -5.1%
O=[N+]([O-])c1ccc(N2CCN(S(=O)(=O)c3ccccc3)CC2)cc1NCC1CCCO1 (stereo unspecified) | 3.6% | 24.3 | -3.6% | -9.6% | -3.8% | 0.6%
CCC(C(=O)Nc1cc(C)ccc1OC)n1nnc(C(=O)OC)c1C(=O)OC (stereo unspecified) | 0.8% | 6.7 | · | · | · | 18.9%
COc1ccc(C2=C(N3CCN(c4cccc(C)c4)C(C)C3)c3ccccc3C2=O)cc1 (stereo unspecified) | ? | 39.9 | · | · | · | 10.1%
Cn1c(SCC(=O)NCc2cccs2)nnc1-c1ccc(S(=O)(=O)N2CCCC2)cc1 | 7.6% | -16.0 | -0.1% | 25.3% | -2.6% | -16.6%
COC(=O)c1nc(-c2ccccc2)oc1N(C)C | 7.4% | 7.1 | 4.3% | -5.5% | -6.7% | 3.4%
CCOc1ccc(NC(=O)CSc2nnc(-c3ccoc3C)n2CC2CCCO2)cc1 (stereo unspecified) | -13.0% | 38.9 | 2.3% | -3.2% | 24.4% | -1.2%
COCCCN1C2=C(C(=O)CC(C)(C)C2)C(c2ccc(OC)c(OC)c2)C2=C1CC(C)(C)CC2=O | ? | 6.7 | -10.7% | 80.5%[activator] | -2.4% | 3.9%
O=C(O)CC1S/C(=N\N=C2CCCCCC2)N(c2ccccc2)C1=O (stereo unspecified) | 0.0% | -4.9 | 5.8% | -15.8% | -11.3% | 0.2%
O=C(CSc1nnc(-c2ccco2)o1)NC1CCCCC1 | -7.3% | -8.9 | 4.0% | 1.6% | -6.4% | 1.6%
CCCCn1c(O)c(/C=C/C=Nc2ccccc2)c(=O)[nH]c1=O | -5.0% | 13.5 | -0.2% | -23.7% | 6.3% | -1.3%
Cc1ccc(NC(=O)CN(C)C(=O)c2ccc(Sc3nncn3C)c([N+](=O)[O-])c2)cc1 | 2.1% | -25.3 | · | 51.5% | -5.7% | 3.4%
O=C(Cc1ccc([N+](=O)[O-])cc1)Nc1ccc(Cl)cc1 | 4.9% | -13.9 | 2.0% | -43.4% | 4.4% | -2.8%
CN(CC(=O)Nc1cccc(F)c1)C(=O)c1cc(S(=O)(=O)N2CCN(c3ccccc3)CC2)ccc1Cl | 0.9% | -32.9 | · | -5.0% | 1.5% | 1.1%
COc1cccc2c1OCC/C2=N\NC(=O)C(C)Oc1ccc([N+](=O)[O-])cc1 (stereo unspecified) | 3.4% | 3.8 | -6.0% | -9.8% | 25.4% | 0.2%
Cn1nnnc1Sc1ncnc2scc(-c3cccs3)c12 | 3.55µM* | · | · | -21.2% | · | -8.7%
COc1ccc(NC(=O)CO/N=C/C(=O)Nc2ccccc2C)c([N+](=O)[O-])c1 | 4.2% | 3.9 | · | -27.3% | -1.6% | 1.3%
Fc1ccc(-c2csc(NC3=NCCC3)n2)cc1 | -6.1% | 41.8 | -1.3% | -8.2% | -9.2% | ?
O=S(=O)(Nc1nc2ccccc2nc1-[n+]1cccc(N=C([O-])c2ccccc2Cl)c1)c1ccccc1 | -2.0% | · | 0.6% | 85.8%[activator] | · | 5.7%
CC1CCc2nc(NC(=O)CCSc3ccccc3)sc2C1 (stereo unspecified) | 21.8% | 49.5 | 2.4% | -83.4% | 0.9% | -14.8%
Cc1cccc(C(=O)Nc2ccc3c(c2)nc(C)n3C)c1 | -0.3% | -101.7* | -13.3% | -11.2% | -3.8% | -5.9%
CC1(C)O[C@H]2[C@@H](O1)[C@@H](C(=O)Nc1ccccc1O)O[C@@H]1OC(C)(C)O[C@@H]12 | 8.8% | -1.2 | · | · | · | 16.4%
CCNC(=O)Oc1ccc[nH]c1=O | ? | -18.8 | 3.97µM* | -2.3% | 3.4% | -2.5%
Cc1c(C(=O)N2CC3(CC(c4cccc(NC(=O)CC(c5ccccc5)c5ccccc5)c4)=NO3)C[C@@H]2C(N)=O)cc([N+](=O)[O-])cc1[N+](=O)[O-] (stereo partly specified) | 1.2% | 3.5 | -4.2% | 76.8%[activator] | -9.5% | -0.8%
Cc1cc(C)n(C(=O)c2ccc(S(=O)(=O)N3CCOCC3)cc2)n1 | -2.4% | 26.2 | 5.7% | -7.1% | -5.6% | -2.0%
CN(C(=O)c1ccc(NC(=O)Cc2cccc(NC(=O)C3CCCN(C(=O)C4CC4)C3)c2)cc1)C1CCCC1 (stereo unspecified) | 5.8% | 0.8 | · | 148.5%[activator] | -4.1% | -0.9%
CCOC(=O)c1[nH]cnc1C(=O)Nc1cccc(OC)c1 | -2.3%&8.6% | -26.1&-34.8 | -15.6% | 2.3% | 21.0% | 4.9%&7.3%
O=C(CCN1C(=O)c2ccccc2Sc2ncccc21)Nc1ccc(F)cc1F | -10.6% | -22.6 | · | · | · | ?
CCOc1ccc(-n2c(C)cc(/C=N/N(C)C)c2C)cc1 | -21.1% | -35.6 | -8.5% | 41.5% | -7.0% | -2.1%
CCOC(=O)c1c(N)n(-c2ccc(C)c(C)c2)c2nc3ccccc3nc12 | 18.7% | 12.1 | · | · | · | 5.9%
COc1ccc(CCn2c(SCC(=O)Nc3cc(C)on3)nc3ccccc3c2=O)cc1OC | -34.4% | 18.9 | -0.1% | -25.7% | 10.6% | 1.7%
Cc1cc(C(=O)Cn2nc(C(=O)O)c3ccccc3c2=O)c(C)n1-c1ccc(F)cc1 | -9.4% | -28.9 | 4.5% | ? | 3.4%[11.6 µM] | 0.4%
COC(=O)CC(NC(=S)N1CC2C[C@@H](C1)Cn1c2cccc1=O)C(=O)OC (stereo partly specified) | 0.3% | ? | 7.0% | 94.1% | 8.6% | -1.9%
C=CCOc1ccc2c(c1)c(=O)cc(C(=O)O)n2CC | 1.0% | -24.0 | -6.8% | -12.9% | -11.5% | 4.9%
Cc1ccc(NC(=O)CSCc2cnn(-c3ccccc3)c2-n2cccc2)c(C)c1 | -6.3% | -34.1 | · | · | · | 0.8%
COCCN(CC1CCCN(C2Cc3ccccc3C2)C1)C(=O)CCSC (stereo unspecified) | ? | 45.8 | 11.6% | 9.2% | 7.8% | -0.2%
Cc1nn(-c2ccccc2)c(C)c1/C=N/n1c(-c2ccc(Cl)cc2)n[nH]c1=S | -8.6% | ? | 8.5% | -13.0% | -7.6%[2.32 µM] | -5.1%
COc1cc(C2C(C(=O)Nc3ccccc3OC)=C(C)Nc3ncnn32)ccc1O (stereo unspecified) | 0.0% | -35.6 | -12.9% | -16.4% | 0.0% | -10.5%
Cc1csc(=O)n1CC(=O)OCC(=O)Nc1cc(S(=O)(=O)N2CCOCC2)ccc1Cl | -0.7% | -28.4 | · | ? | 2.3% | ?
N#C/C(=C(/O)Cc1ccccc1)P(=O)(c1ccccc1)c1ccccc1 | 0.0% | -4.8 | 0.4% | -24.7% | 10.6% | 6.0%
O=C(/C=C/c1cc[n+](CC(=O)c2ccc3cccc4c3c2CC4)cc1)c1ccc2cccc3c2c1CC3 | -34.4% | · | -12.3% | -15.6% | -7.4% | -0.1%
O=c1c2cccnc2n(-c2ccccc2)n1Cc1c(Cl)cccc1Cl | 3.9% | -12.5 | 0.1% | -21.3% | 28.1% | ?
O=C1C2C(C(=O)N1/N=C/c1ccc([N+](=O)[O-])o1)C1C=CC2C12CC2 (stereo unspecified) | ? | -4.5 | -13.6% | -11.5% | 0.0% | -6.4%
O=C(Nc1ccc2oc(-c3cccnc3)nc2c1)c1ccc(-c2ccccc2OC(F)(F)F)o1 | ? | -31.3 | · | · | · | 23.0%
COc1cc(C(C(=O)NC2CCCCC2)N(C(=O)Cc2c[nH]c3ccccc23)c2ccccc2C)cc(OC)c1OC (stereo unspecified) | -3.1% | 69.9 | -4.4% | 72.5%[activator] | -8.3%[11.6 µM] | -15.6%
Nc1nc(C2CC(=O)OC23CCCCC3)cs1 (stereo unspecified) | -2.1% | 4.3 | 1.7% | -4.1% | -5.7% | -0.6%
C=CCNc1nc(N2CCOCC2)nc(N2CCOCC2)n1 | -16.0% | 19.9 | 3.9% | -12.0% | -2.8% | 0.5%
Cn1c(COc2ccccc2)nnc1SCC(=O)c1cccc([N+](=O)[O-])c1 | -12.4% | 41.9 | -1.4% | 37.6% | -0.5% | ?
Cc1nn(C)c(Cl)c1/C=N/OC(=O)c1ccccc1 | -2.8% | -36.7 | 7.1% | 17.5% | 18.1% | -2.3%
Cc1ccc(S(=O)(=O)N[C@@H](Cc2ccccc2)C(=O)N2CCC(C(=O)N[C@H](C(=O)O)C(C)O)CC2)cc1 (stereo partly specified) | 5.7% | -16.0 | -5.8% | -16.9% | 14.0% | 2.1%
CC(C(=O)Nc1ccc(C#N)cc1)N(C)CC(=O)Nc1ccccc1Br (stereo unspecified) | 0.2% | ? | -3.5% | -13.9%[11.4 µM] | 98.1%[activator] | ?
CC(=O)O/N=C(\N)c1ccc(-c2csnn2)cc1 | 1.2% | 6.0 | 1.9% | -16.0% | -3.9% | -5.7%

Random excerpt: six compounds from above
SMILES | Sm TGR block | HCMV inh | Giardia FBPA inh | AmpC no deterg | AMA1 RON2 block | AmpC inh detg
COc1cc(C2C(C(=O)Nc3ccccc3OC)=C(C)Nc3ncnn32)ccc1O (stereo unspecified) | 0.0% | -35.6 | -12.9% | -16.4% | 0.0% | -10.5%
O=c1c2cccnc2n(-c2ccccc2)n1Cc1c(Cl)cccc1Cl | 3.9% | -12.5 | 0.1% | -21.3% | 28.1% | ?
Cn1c(COc2ccccc2)nnc1SCC(=O)c1cccc([N+](=O)[O-])c1 | -12.4% | 41.9 | -1.4% | 37.6% | -0.5% | ?
Cc1nn(C)c(Cl)c1/C=N/OC(=O)c1ccccc1 | -2.8% | -36.7 | 7.1% | 17.5% | 18.1% | -2.3%
CC(=O)O/N=C(\N)c1ccc(-c2csnn2)cc1 | 1.2% | 6.0 | 1.9% | -16.0% | -3.9% | -5.7%
CC(C(=O)Nc1ccc(C#N)cc1)N(C)CC(=O)Nc1ccccc1Br (stereo unspecified) | 0.2% | ? | -3.5% | -13.9%[11.4 µM] | 98.1%[activator] | ?

Source: PubChem
